RmlC RmlD mix: inhibitors of RmlC and RmlD coupled enzymes; RmlC/RmlD coupled enzyme inhibition, 384-well mixture HTS; inhibition, % at 5.5 µM; actives 0.39% (n = 110,000); AID 1532; in the data active means inhibition above about 30%, passing the limit was not always enough; further: strong numbers were not always called active
HIV RNase H inh: inhibitors of HIV-1 reverse transcriptase RNase H. P04585. RT-RNase H RNA/DNA duplex cleavage, fluorescence. inhibition, % at 10 µM. actives 1.9% (n = 65,000). AID 565; in the data active means inhibition above about 50%
Numbers without * were called inactive; i = inactive; / = not tested or not shown; & = joins results of further samples.

A first look, four compounds:
Under each structure – RmlC RmlD mix, HIV RNase H inh
C=COC(=O)CSc1nc(-c2cccs2)ccc1C#N
→ 34, 1
CCOC(=O)N1CCN(C(=O)c2ccc(N(C)S(C)(=O)=O)cc2)CC1
→ 7, -2
CCC(=O)N1c2ccccc2-c2nnc(SC)nc2OC1c1ccc(OC)c(OC)c1 (stereo unspecified)
→ 8, -3
Oc1ccc(N=Nc2n[nH]c(-c3ccc(Cl)cc3)n2)cc1
→ 13, /

Results, repeating the preview:
Under each structure – RmlC RmlD mix, HIV RNase H inh
C=COC(=O)CSc1nc(-c2cccs2)ccc1C#N
→ 34, 1
CCOC(=O)N1CCN(C(=O)c2ccc(N(C)S(C)(=O)=O)cc2)CC1
→ 7, -2
CCC(=O)N1c2ccccc2-c2nnc(SC)nc2OC1c1ccc(OC)c(OC)c1 (stereo unspecified)
→ 8, -3
Oc1ccc(N=Nc2n[nH]c(-c3ccc(Cl)cc3)n2)cc1
→ 13, /
CN(Cc1cccs1)CC(O)COCc1ccco1 (stereo unspecified)
→ 30, -2
CCOC(=O)CCP(=O)(O)C(O)c1ccc(OC)cc1 (stereo unspecified)
→ -11, -2
Cc1cccc(Cn2cnc3c(nnn3Cc3ccc(Cl)cc3)c2=O)c1
→ -12, -30
COC(=O)N(C)c1ccccc1C(=O)N1CCOCC1
→ 0, /
Cc1noc(C)c1COC(=O)CCc1ccc(S(=O)(=O)N2CCCCC2)cc1
→ -16, -12
Fc1ccc(C2CC(c3ccc(F)cc3)n3ncnc3N2)cc1 (stereo unspecified)
→ i, -4
CC(C)[C@H](NC(=O)C1(c2ccccc2)CCN(C(=O)OC(C)(C)C)CC1)C(=O)O
→ 7, 1
Cc1cc(N2CCC(C(=O)NCC3CC3)CC2)nc(-c2ccccc2)n1
→ 1, -1
Cc1cc2c(C(F)(F)F)cc(=O)oc2c2c1NCCC2
→ -41, -4
Cc1ccccc1C(=O)NNC(=O)c1ccoc1C
→ 7, /
COc1ccc(-n2c(=O)[nH]cc(C(=O)N3CCCc4ccccc43)c2=O)cc1
→ 1, -22
Cc1sc(NC(=O)CSc2nnc3scc(-c4ccccc4)n23)c(C#N)c1C
→ -6, 9
Cc1cc(-n2c(C)cc(C(=O)CN3C(=O)NC4(CCCCCC4)C3=O)c2C)no1
→ -2, 9
O=S(=O)(c1ccc(C2CCCCC2)cc1)N1CCCC1
→ -10, /
COc1ccc(OCC(=O)Nc2ccc(S(=O)(=O)N3CCOCC3)cc2)cc1
→ 0, -8
COc1ccc(CCCc2nnc(SCC(=O)N/N=C\c3ccc(O)c(OC)c3)o2)cc1C
→ -21, /
Cc1ccccc1C(=O)NNC(=S)NC(=O)COc1ccccc1
→ -4, /
Cc1ccc(SC(C)C(=O)NCC(C)C)cc1 (stereo unspecified)
→ 4, 5
COC(=O)/C(C(C)=O)=C(\C=C\N(C)C)N(C)C
→ 12, /
Cc1csc(NC(=O)CSc2nnc(-c3ccoc3C)n2CCc2ccccc2)n1
→ 7, -1
Cc1ccc(OCCC(=O)OCC(=O)C(C)(C)C)cc1
→ -12, -4
O=C(Cn1cnc2c(nnn2-c2ccc(F)cc2)c1=O)NCC1CCCO1 (stereo unspecified)
→ -8, -3
CCN(CC)CCCn1c(=S)[nH]c2cc(C(=O)OC)ccc2c1=O
→ 4, /
Clc1ccc(-n2nnnc2-c2cnc(-c3ccccn3)nc2-c2cccs2)cc1
→ 11, /
CC(C)=CCc1c(O)cc(O)c2c1OC(c1ccc(O)cc1)CC2=O (stereo unspecified)
→ 6, /
COC(=O)c1ccccc1NC(=O)CN(c1cc(OC)ccc1OC)S(C)(=O)=O
→ -45, /
CCN(CC)S(=O)(=O)c1cc(C)c(C)cc1Br
→ -9, -79
Cc1cccc(CSCc2nnc(N)s2)c1
→ 11, /
CN(C)c1ccc(/C=C/c2ccncc2)cc1
→ 5, -7
O=C(CSc1ncn(-c2ccccc2)n1)Nc1nc2c(s1)CCCC2
→ -11, -29
CCN1C(=O)N[C@@H](c2ccc(Br)cc2)C(C(C)=O)=C1C
→ -4, /
CC(C)(CNC(=O)C1CCCC1)CNC(=O)C1CCCC1
→ -14, 8
COc1ccc(Cl)cc1N(CC(=O)N1CCN(Cc2ccccc2)CC1)S(C)(=O)=O
→ 19, -32
COC(=O)CCCC1=CC2=C(c3ccccc3)C(=O)C(C)(OC(=O)C3CCCC3)C(=O)C2=CN1CCc1ccccn1 (stereo unspecified)
→ 14, /
Cc1onc(-c2ccccc2)c1C(=O)N1CCN(C(=O)c2ccco2)CC1
→ -2, 1
CCOn1c(=O)c(-c2ccc(Cl)cc2)[n+]([O-])c2ccccc21
→ 4, /
COc1ccc(S(=O)(=O)N2CCC(C(=O)NCc3cccc(OC)c3)CC2)cc1
→ 0, 3
COc1ccc(Br)c(/C=N/NC(=O)COc2ccc(-c3ccccc3)cc2)c1
→ -7, /
CCCc1cc(-c2[nH]ncc2-c2ccc3c(c2)OCCCO3)c(O)cc1OC
→ -14, /
CC(OC(=O)C1CCCO1)C(=O)NC1CCCC1 (stereo unspecified)
→ 9, 0
CNCCCC12CCC(c3ccccc31)c1ccccc12
→ -16&2, 5
CN(C)c1ccc(C2N(C(=O)N3CCOCC3)CCN2S(=O)(=O)c2ccccc2)cc1 (stereo unspecified)
→ 21, 4
Cc1ccc2c(C)c(C(=O)Nc3c(C)n(C)n(-c4ccccc4)c3=O)oc2c1
→ -16, 7
CC(=O)N1CCc2cc(S(=O)(=O)NC(Cc3ccccc3)C(=O)Nc3cc(C)ccn3)ccc21 (stereo unspecified)
→ 3, /
COC(=O)c1c(NC(=O)c2ccc(C)cc2)sc(Cc2ccccc2)c1C
→ -47, /
Cc1cccc2cc(COC(=O)C3CCCO3)c(=O)[nH]c12 (stereo unspecified)
→ -9, -12
C=CCn1c(O)c(C(CC)=NC2CC2)c(=O)[nH]c1=O
→ -12, /
COCCCn1c(=S)[nH]c2ncccc2c1=O
→ 11, -8
O=C(C1CCC(N2C(=O)C3CC=CCC3C2=O)CC1)N1CCCCC1 (stereo unspecified)
→ -10, -11
CCOC(=O)C1=C(C)NC(=O)NC1c1ccc(OCC(=O)N2CCCCC2)cc1 (stereo unspecified)
→ -10, -28
COC(=O)c1cc2c(ccn2-c2ccc(F)cc2)n1CC(=O)N1CCN(C(=O)c2ccco2)CC1
→ -2, -3
O=C(CSc1nnnn1-c1ccccc1)NCc1cccs1
→ -5, /
COC(=O)CNC(=O)C(C)(C)Oc1ccc(Cl)cc1
→ -1, /
COc1ccc(C2N(C(=O)N3CCOCC3)CCN2S(=O)(=O)c2ccc(C)cc2)cc1 (stereo unspecified)
→ -17, /
CCC1(C)Cc2c(sc3nnn(Cc4ccccc4Cl)c(=O)c23)CO1 (stereo unspecified)
→ -4, /
CC(C)C(=O)Nc1cccc(NC(=S)NC(=O)c2ccc(Cl)cc2)c1
→ 9, /

4 entries from above in a different format:
> Cc1sc(NC(=O)CSc2nnc3scc(-c4ccccc4)n23)c(C#N)c1C
  RmlC RmlD mix: -6	HIV RNase H inh: 9
> COC(=O)/C(C(C)=O)=C(\C=C\N(C)C)N(C)C
  RmlC RmlD mix: 12	HIV RNase H inh: /
> Cc1cc2c(C(F)(F)F)cc(=O)oc2c2c1NCCC2
  RmlC RmlD mix: -41	HIV RNase H inh: -4
> CC(=O)N1CCc2cc(S(=O)(=O)NC(Cc3ccccc3)C(=O)Nc3cc(C)ccn3)ccc21 (stereo unspecified)
  RmlC RmlD mix: 3	HIV RNase H inh: /

Taken from above:
In HIV RNase H inh, `Cc1onc(-c2ccccc2)c1C(=O)N1CCN(C(=O)c2ccco2)CC1` has 1
In HIV RNase H inh, `COc1ccc(S(=O)(=O)N2CCC(C(=O)NCc3cccc(OC)c3)CC2)cc1` has 3

Remaining list, next part:
Under each structure – RmlC RmlD mix, HIV RNase H inh
O=c1[nH]nc(Cc2ccc3ccccc3n2)c2ccccc12
→ 4, /
CC1Cc2ccccc2N1C(=O)CCn1c(=O)sc2ccccc21 (stereo unspecified)
→ 10, -28
O=C(NCCCN1CCN(c2ccccc2F)CC1)C1CCCN(S(=O)(=O)c2cnc[nH]2)C1 (stereo unspecified)
→ /, 4
Cc1coc2cc3oc(=O)c4c(c3cc12)CCC4
→ /, 23
CCOC(=O)C(NC(=O)c1ccccc1)=C(C)C
→ -7, /
Cn1nccc1C(=O)OCC(=O)Nc1nc(-c2ccccc2)cs1
→ 1, -13
CCCn1c(=O)c(C(=O)Nc2c(C)n(C)n(-c3ccccc3)c2=O)c(O)c2ccccc21
→ /, -18
COc1cc2sc3ccc(C#Cc4ccccn4)cc3c(=O)c2cc1OC
→ -26, /
Cc1cc(NC(=O)CSc2nnc3c(C)cc4cc5c(cc4n23)OCO5)no1
→ /, 15
CCOC(=O)/C=C1\CC(=O)Nc2nonc2N1
→ -4, 5
O=C1C2CC=CCC2C(=O)N1c1n[nH]c(Cc2ccccc2)n1 (stereo unspecified)
→ 17, 1
O=C(Nc1ccc2oc(=O)ccc2c1)c1cccnc1Cl
→ 10, /
CC(C)(C)c1csc(NC(=O)c2cccs2)n1
→ 6, 46
CCOC(=O)c1[nH]c2ccc(OCC)cc2c1NC(=O)CN1CCCC(C)C1 (stereo unspecified)
→ -12, 9
COc1ccc(-c2nnn(CC(=O)N(Cc3ccccc3Cl)C(C(=O)NCC3CCCO3)c3ccco3)n2)cc1OC (stereo unspecified)
→ 5, /
COc1ccc(Cc2nc(-c3ccc(NC(=O)c4cccnc4)cc3)no2)cc1
→ -16, 7
CC1(C)Cc2ccccc2C(NNC(=O)c2ccccn2)=N1
→ -2, /
Cc1nc2c3c(-c4ccccc4)c(-c4ccccc4)oc3ncn2n1
→ /, -8
CCCCOC(=O)c1ccc(NC(C)=O)cc1
→ 6, -2
O=C1CCCC2=C1C(c1ccc(Cl)cc1)C1C(=O)c3ccccc3C1=N2 (stereo unspecified)
→ -14, /
CCOc1ccc(-c2n[nH]c(C)c2-c2ccccc2OC)c(O)c1
→ 4, 11
O=C1C(c2ccccc2)SC(=Nc2ccccc2)N1S(=O)(=O)c1ccccc1 (stereo unspecified)
→ 8, /
COc1ccc(C(=O)N2CCOCC2)cc1S(=O)(=O)N1CCC(C)CC1
→ -9, 2
COc1ccccc1Cc1nnnn1CC(=O)O
→ 9, /
O=C(NCC(=O)N(CCc1ccccc1)C(C(=O)NC1CCCC1)c1cccnc1)c1ccco1 (stereo unspecified)
→ /, -3
COc1ccc(CCN(C)Cc2c(F)cccc2F)cc1OC
→ 0, 30
O=C(O)C1CC1C(=O)N1CCN(c2ccc(Cl)c(Cl)c2)CC1 (stereo unspecified)
→ 31, /
C#CCOCCOCCOCCNc1nc(N2CCN(C(=O)[C@H]([C@@H](C)CC)n3cc([C@@H](N)CO)nn3)CC2)nc(N2CCN(C(=O)[C@H](CCCCN)n3cc([C@@H](N)C(C)CC)nn3)CC2)n1 (stereo partly specified)
→ 6, /
CCOC(=O)c1cc(CC)sc1NC(=O)Cc1ccccc1
→ -8, /
Cc1cc(S(=O)(=O)NCC(C)C)ccc1OCC(=O)N1CCN(Cc2ccccc2)CC1
→ -11, -23

(cont.)
structure,RmlC RmlD mix,HIV RNase H inh
CCCCN(C)C(=O)Cn1cnc2sc(C)cc2c1=O,-8,-12
Cc1ccc(-c2nc(C#N)c(N3CCCCC3)o2)cc1,-3,-16
CC(C)CNS(=O)(=O)c1ccc(CCC(=O)N2CCN(Cc3ccc4c(c3)OCO4)CC2)cc1,-13,-1
COc1ccc(C(=O)NCCN2CCOCC2)cc1OC,6,/
O=C(CSc1nnc(-c2ccc(Cl)s2)o1)N1CCc2ccccc21,-7,-10
O=C(NNS(=O)(=O)c1ccc(Cl)cc1)c1sccc1-n1cccc1,5,/
CCOc1ccc(-n2c(SCC(=O)Nc3ccc4c(c3)OCCO4)nc3c(c2=O)SCC3)cc1,6,/
CC1CCN(c2ccc(C(=O)N3CCOCC3)cc2[N+](=O)[O-])CC1,-13,/
O=C1c2ccccc2NC(c2ccc(Cl)cc2Cl)N1O (stereo unspecified),-11,6
CC(C)C1N=C2c3ccccc3N=C(SCC#N)N2C1=O (stereo unspecified),13,-16
COCCCn1c(-c2ccccc2)nc2ccccc2c1=O,/,-2
C[C@H](CO)NC(=O)[C@H](C)[C@H]1C[C@]1(C)[C@H](NC(=O)OCc1ccccc1)c1ccccc1,-8,/
O=S(=O)(N/N=C\C=C\c1ccccc1)c1ccc(Br)cc1,-111,/
O=C(Nc1ccc(F)cc1F)c1cc2ncc(Br)cn2n1,-12,1
c1ccc(-c2ccc(CN3CCN(c4ncccn4)CC3)cc2)cc1,-14,-9
COCc1cc(C)nc2sc(C(=O)Nc3nccs3)c(N)c12,-15,-9
O=C(CCc1ccccc1)Nc1nc2nc(-c3ccccc3)cc(=O)n2[nH]1,-12,2
COc1ccccc1N1CCN(C(=O)c2sc3nc(-c4ccccc4)cn3c2C)CC1,6,4
O=C1c2ccccc2C(=O)N1CC1c2ccccc2CCN1C(=O)N1CCOCC1 (stereo unspecified),12,-3
Cc1ccc(C(=O)NNC(=O)C(C)Sc2nc(N)cc(N)n2)cc1 (stereo unspecified),6,/
O=C(NCCN1C(=O)C2C3C=CC(C3)C2C1=O)Nc1ccccc1 (stereo unspecified),7,-7
COc1cccc(N2[C@@H](CC(C)=O)c3ccc(/C=C/C(C)=O)cc3S2(=O)=O)c1,-11,/
CN(C)S(=O)(=O)c1cccc(C(=O)Nc2cc(Cl)cc(Cl)c2)c1,-10,/
Cc1ccc(-c2nnc3sc(C4COc5ccccc5O4)nn23)cc1 (stereo unspecified),-12,-12
COc1ccc(NC(=O)C2=C(C)NC(=O)NC2c2cccc(OC)c2OC)c(OC)c1 (stereo unspecified),-29,-2
CCCCn1cnc2cc(NCc3ccncc3)ccc21,8,-31
CC(=O)c1ccc(N2CCN(C(=O)COc3ccccc3F)CC2)c(F)c1,3,/

Reprinted at random: 2 records from the list, in no set order.
structure,RmlC RmlD mix,HIV RNase H inh
CCCCn1cnc2cc(NCc3ccncc3)ccc21,8,-31
Cc1ccc(C(=O)NNC(=O)C(C)Sc2nc(N)cc(N)n2)cc1 (stereo unspecified),6,/

The list is partial. The share of hits here may be higher or lower than overall.
